Screens (PubChem BioAssay)
MEP2 TOR yeast = modulators of TOR pathway MEP2-GFP in S. cerevisiae. S. cerevisiae MEP2-GFP strain, flow cytometry GFP, 3 h; 100% = DMSO control level. GFP response vs DMSO, % at 10 µM. 330,000 tested, 0.51% active. AID 2016;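 active means GFP response versus DMSO above a set limit, roughly screen mean plus 3 SD, cut at about 180% in these data; inconclusive means fewer than 70 cells counted for a yeast strain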;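 further: median GFP fluorescence of the barcode-gated MEP2-GFP cells per well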
RPL19A TOR yeast = yeast TOR pathway RPL19A-GFP modulation | S. cerevisiae RPL19A-GFP strain, flow cytometry, 3 h; active compounds read low | percent response vs DMSO, % at 10 µM | 330,000 tested, 0.3% active;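 active means percent response vs DMSO below 50%; inconclusive means fewer than 70 events counted for the yeast strain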;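 further: median channel GFP fluorescence of the barcoded RPL19A-GFP strain; ratio of sample median GFP to plate DMSO average so 100% = DMSO; lower means less RPL19A-GFP as with rapamycin TOR inhibition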
VLA-4 inh = inhibition in a human VLA-4 binding assay. P13612. VLA-4 expressing cells, ligand binding flow cytometry. inhibition, % (about 7 µM as worked out from the volumes in the protocol). 330,000 tested, 0.2% active; in the data active means inhibition above about 50%
GRK2 inh = human GRK2 inhibition via aptamer displacement; inhibition of aptamer binding, % at 10 µM; bead flow cytometry, FAM-aptamer displacement from GRK2; P25098; 330,000 tested, 0.59% active;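 active means inhibition of aptamer binding above 40%, roughly 3 SD of noise, on plates passing a quality check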;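 further: median bead fluorescence of bound FAM aptamer so fluorescent compounds give negative values; no value below 0 was filed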
Target sequence (P25098 whole entry, looked up): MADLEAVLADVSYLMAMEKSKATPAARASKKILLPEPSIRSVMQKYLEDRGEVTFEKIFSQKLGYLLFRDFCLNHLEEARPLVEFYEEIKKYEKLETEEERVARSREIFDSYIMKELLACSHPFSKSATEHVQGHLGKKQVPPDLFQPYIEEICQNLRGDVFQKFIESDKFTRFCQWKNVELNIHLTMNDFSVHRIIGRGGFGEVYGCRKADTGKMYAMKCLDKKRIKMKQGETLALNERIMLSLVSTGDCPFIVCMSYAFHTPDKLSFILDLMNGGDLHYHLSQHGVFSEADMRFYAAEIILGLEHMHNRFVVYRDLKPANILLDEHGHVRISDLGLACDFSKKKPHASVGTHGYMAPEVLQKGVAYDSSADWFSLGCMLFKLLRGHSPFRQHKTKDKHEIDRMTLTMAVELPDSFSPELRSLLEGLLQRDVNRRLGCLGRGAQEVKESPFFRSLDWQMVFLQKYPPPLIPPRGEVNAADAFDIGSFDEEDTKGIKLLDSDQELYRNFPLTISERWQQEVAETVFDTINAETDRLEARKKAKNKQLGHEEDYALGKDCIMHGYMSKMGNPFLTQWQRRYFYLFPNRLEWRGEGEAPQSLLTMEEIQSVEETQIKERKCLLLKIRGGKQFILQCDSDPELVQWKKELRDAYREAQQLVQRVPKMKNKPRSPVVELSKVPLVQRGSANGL
AGP1 TOR yeast = modulators of TOR pathway AGP1-GFP in S. cerevisiae. 320,000 tested, 0.02% active. GFP response vs DMSO, % at 10 µM. AID 2066. S. cerevisiae AGP1-GFP multiplex flow cytometry, 3 h; GFP as percent of DMSO wells;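 active means GFP response relative to DMSO above a set limit, near screen average plus 3 SD, cut at about 150% in these data; inconclusive means fewer than 70 cells counted for the yeast strain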;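 further: median GFP channel fluorescence of the gated AGP1 strain per well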
CIT2-GFP yeast = modulators of TOR pathway CIT2-GFP in S. cerevisiae. S. cerevisiae CIT2-GFP strain, flow cytometry, 3 h; 100 means same as DMSO wells. GFP response vs DMSO, % at 10 µM. 320,000 tested, 0.065% active;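 active means GFP response relative to DMSO above a set limit, near the screen mean plus 3 SD, cut at about 150% in these data; inconclusive means Fewer than 70 cells measured for a yeast strain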;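 further: ratio of well median GFP fluorescence to mean of DMSO wells on the plate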
LAP4 TOR yeast = modulators of TOR pathway LAP4-GFP in S. cerevisiae; GFP response vs DMSO, % at 10 µM; S. cerevisiae LAP4-GFP multiplex, flow cytometry GFP, 3 h; median GFP as percent of DMSO wells; 320,000 tested, 0.34% active;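 active means GFP response vs DMSO above a set limit, about the screen mean plus 3 SD, cut at about 150% in these data; inconclusive means under 70 cell events counted for the yeast strain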
CR mimetic SO = yeast age-related superoxide inhibition as caloric restriction mimetic | S. cerevisiae aged cells, superoxide DHE fluorescence; active compounds read low | superoxide response (% of plate mean), % at 10 µM | 330,000 tested, 0.18% active;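 active means superoxide response under a set limit, about three screen SD below normal, cut at about 65% in these data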;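 further: yeast aged for seven days with compound at 30 °C before DHE staining; 100% = average MFI of all compound-treated wells on the plate with controls excluded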
The depositor's hits bear a star.

Screening Cc1cc(C(=O)Nc2ccccc2C(=O)O)c(C)o1 returned MEP2 TOR yeast 106, RPL19A TOR yeast 103, VLA-4 inh 4, GRK2 inh 0, AGP1 TOR yeast 100, CIT2-GFP yeast 100, LAP4 TOR yeast 98 and CR mimetic SO 106.
`Cc1nn(-c2cc(C)c3ccccc3n2)c2c1CCC2` gave MEP2 TOR yeast 105, RPL19A TOR yeast 99, VLA-4 inh 26, GRK2 inh 0, AGP1 TOR yeast 102, CIT2-GFP yeast 104, LAP4 TOR yeast 103 and CR mimetic SO 97.
`NC(=S)N/N=C/c1ccc2cccc(OCc3ccccc3)c2n1` gave MEP2 TOR yeast 113, RPL19A TOR yeast 107, VLA-4 inh 4, GRK2 inh 0, AGP1 TOR yeast 102, CIT2-GFP yeast 106, LAP4 TOR yeast 102 and CR mimetic SO 91.
For CCOC(=O)C1(C)NC(c2ccco2)C2C(=O)N(c3ccccc3)C(=O)C21 (stereo not drawn) the results were MEP2 TOR yeast 99, RPL19A TOR yeast 98, VLA-4 inh 9, GRK2 inh 0, AGP1 TOR yeast 100, CIT2-GFP yeast 92, LAP4 TOR yeast 94 and CR mimetic SO 90.
For O=C(O)C1CCN(S(=O)(=O)c2cccc3nsnc23)CC1 the results were MEP2 TOR yeast 96, RPL19A TOR yeast 96, VLA-4 inh 13, GRK2 inh 2, AGP1 TOR yeast 98, CIT2-GFP yeast 96, LAP4 TOR yeast 86 and CR mimetic SO 91.
Screening CCOC(=O)c1c(NC(=S)NC)sc2c1CC(C)(C)SC2 returned MEP2 TOR yeast 102, RPL19A TOR yeast 101, VLA-4 inh -9, GRK2 inh 2, AGP1 TOR yeast 98, CIT2-GFP yeast 105, LAP4 TOR yeast 100 and CR mimetic SO 136.
Screening O=C(OCc1cccc(C(F)(F)F)c1)c1cc([N+](=O)[O-])ccc1N1CCOCC1 returned MEP2 TOR yeast 97, RPL19A TOR yeast 93, VLA-4 inh 3, GRK2 inh 0, AGP1 TOR yeast 95, CIT2-GFP yeast 93, LAP4 TOR yeast 94 and CR mimetic SO 108.
Screening O=C(CN1C2=NCCCN2c2ccccc21)c1ccc(Cl)cc1Cl returned MEP2 TOR yeast 107, RPL19A TOR yeast 109, VLA-4 inh -21, GRK2 inh 0, AGP1 TOR yeast 114, CIT2-GFP yeast 120, LAP4 TOR yeast 100 and CR mimetic SO 89.
`COc1ccccc1C(=O)C1CCCN(C(=O)CSc2ccccn2)C1` (stereo not drawn) gave MEP2 TOR yeast inconclusive, RPL19A TOR yeast 88, VLA-4 inh 15, GRK2 inh 4, AGP1 TOR yeast 92, CIT2-GFP yeast 83, LAP4 TOR yeast inconclusive and CR mimetic SO 113.
For Cc1cc([N+](=O)[O-])ccc1NC(=O)CCC(=O)N1CCCCC1 the results were MEP2 TOR yeast 93, RPL19A TOR yeast 101, VLA-4 inh 6, GRK2 inh 0, AGP1 TOR yeast 109, CIT2-GFP yeast 103, LAP4 TOR yeast 99 and CR mimetic SO 100.
Cc1c(NC(=O)C(C)n2cc([N+](=O)[O-])cn2)c(=O)n(-c2ccccc2)n1C (stereo not drawn) was read as MEP2 TOR yeast 100, RPL19A TOR yeast 106, VLA-4 inh 8, GRK2 inh 0, AGP1 TOR yeast 115, CIT2-GFP yeast 103, LAP4 TOR yeast 115 and CR mimetic SO 110.
Screening CCN1CCN(CC(=O)N/N=C/c2cc(Br)cs2)CC1 returned MEP2 TOR yeast 105, RPL19A TOR yeast 104, VLA-4 inh 11, GRK2 inh 2, AGP1 TOR yeast 98, CIT2-GFP yeast 103, LAP4 TOR yeast 91 and CR mimetic SO 94.
For Cc1noc(C)c1C(=O)NNc1cc(Cl)ccc1Cl the results were MEP2 TOR yeast 85, RPL19A TOR yeast 94, VLA-4 inh -2, GRK2 inh 0, AGP1 TOR yeast 101, CIT2-GFP yeast 96, LAP4 TOR yeast 91 and CR mimetic SO 96.
CCN1C(=O)/C(=C2\C=Cc3ccccc3N2CC)OC1=S was read as MEP2 TOR yeast 101, RPL19A TOR yeast 101, VLA-4 inh 17, GRK2 inh 1, AGP1 TOR yeast 104, CIT2-GFP yeast 99, LAP4 TOR yeast 96 and CR mimetic SO 99.
CC(=O)c1ccccc1NC(=O)CCN1C(=O)C2CCCCC2C1=O (stereo not drawn) was read as MEP2 TOR yeast 100, RPL19A TOR yeast 91, VLA-4 inh -3, GRK2 inh 2, AGP1 TOR yeast 98, CIT2-GFP yeast 87, LAP4 TOR yeast 102 and CR mimetic SO 97.
C/C(=N/NS(=O)(=O)c1ccc(C(C)C)cc1)c1ccncc1 was read as MEP2 TOR yeast 103, RPL19A TOR yeast 115, VLA-4 inh -7, GRK2 inh 2, AGP1 TOR yeast 87, CIT2-GFP yeast 86, LAP4 TOR yeast 79 and CR mimetic SO 93.
For Nc1c(C(=O)N/N=C/c2ccc([N+](=O)[O-])cc2)sc2nnc(-c3ccccc3)c(-c3ccccc3)c12 the results were MEP2 TOR yeast 91, RPL19A TOR yeast 89, VLA-4 inh -33, GRK2 inh 1, AGP1 TOR yeast 97, CIT2-GFP yeast 85, LAP4 TOR yeast 95 and CR mimetic SO 99.
Cc1cccc2sc(NC(=O)C3c4ccccc4Oc4ccccc43)nc12 was read as MEP2 TOR yeast 94, RPL19A TOR yeast 101, VLA-4 inh 8, GRK2 inh 0, AGP1 TOR yeast 104, CIT2-GFP yeast 102, LAP4 TOR yeast 107 and CR mimetic SO 97.
Screening CCc1ccccc1SCc1noc(C(=O)NCC2CCCO2)c1C(=O)O (stereo not drawn) returned MEP2 TOR yeast 94, RPL19A TOR yeast 100, VLA-4 inh 3, GRK2 inh 1, AGP1 TOR yeast 92, CIT2-GFP yeast 126, LAP4 TOR yeast 136 and CR mimetic SO 92.
`COc1ccc(N2CC(C(=O)Nc3c4c(nn3-c3ccc(OC)cc3)CS(=O)(=O)C4)CC2=O)cc1` (stereo not drawn) gave MEP2 TOR yeast 99, RPL19A TOR yeast 104, VLA-4 inh -10, GRK2 inh 1, AGP1 TOR yeast 106, CIT2-GFP yeast 107, LAP4 TOR yeast 92 and CR mimetic SO 117.

As a working copy, five of the compounds above:
Screening Cc1cc(C(=O)Nc2ccccc2C(=O)O)c(C)o1 returned MEP2 TOR yeast 106, RPL19A TOR yeast 103, VLA-4 inh 4, GRK2 inh 0, AGP1 TOR yeast 100, CIT2-GFP yeast 100, LAP4 TOR yeast 98 and CR mimetic SO 106.
`Cc1nn(-c2cc(C)c3ccccc3n2)c2c1CCC2` gave MEP2 TOR yeast 105, RPL19A TOR yeast 99, VLA-4 inh 26, GRK2 inh 0, AGP1 TOR yeast 102, CIT2-GFP yeast 104, LAP4 TOR yeast 103 and CR mimetic SO 97.
`NC(=S)N/N=C/c1ccc2cccc(OCc3ccccc3)c2n1` gave MEP2 TOR yeast 113, RPL19A TOR yeast 107, VLA-4 inh 4, GRK2 inh 0, AGP1 TOR yeast 102, CIT2-GFP yeast 106, LAP4 TOR yeast 102 and CR mimetic SO 91.
For CCOC(=O)C1(C)NC(c2ccco2)C2C(=O)N(c3ccccc3)C(=O)C21 (stereo not drawn) the results were MEP2 TOR yeast 99, RPL19A TOR yeast 98, VLA-4 inh 9, GRK2 inh 0, AGP1 TOR yeast 100, CIT2-GFP yeast 92, LAP4 TOR yeast 94 and CR mimetic SO 90.
For O=C(O)C1CCN(S(=O)(=O)c2cccc3nsnc23)CC1 the results were MEP2 TOR yeast 96, RPL19A TOR yeast 96, VLA-4 inh 13, GRK2 inh 2, AGP1 TOR yeast 98, CIT2-GFP yeast 96, LAP4 TOR yeast 86 and CR mimetic SO 91.

More results.
For COc1ccc2[nH]c(=O)c(CNc3ccccc3OC)cc2c1 the results were MEP2 TOR yeast 111, RPL19A TOR yeast 115, VLA-4 inh 5, GRK2 inh 0, AGP1 TOR yeast 106, CIT2-GFP yeast 105, LAP4 TOR yeast 100 and CR mimetic SO 100.
Screening CSc1nc2n(n1)C(c1cccc(F)c1)C(C(=O)Nc1ccc(C)cc1C)=C(C)N2 (stereo not drawn) returned MEP2 TOR yeast 104, RPL19A TOR yeast 101, VLA-4 inh -10, GRK2 inh 0, AGP1 TOR yeast 103, CIT2-GFP yeast 102, LAP4 TOR yeast 100 and CR mimetic SO 102.
O=C(CSc1ncccn1)Nn1cnnc1 was read as MEP2 TOR yeast 100, RPL19A TOR yeast 97, VLA-4 inh 11, GRK2 inh 1, AGP1 TOR yeast 94, CIT2-GFP yeast 90, LAP4 TOR yeast 101 and CR mimetic SO 98.
Screening C/C(=N\Nc1cc(C)nc(NCc2ccccc2)n1)c1cccc([N+](=O)[O-])c1 returned MEP2 TOR yeast 100, RPL19A TOR yeast 99, VLA-4 inh 1, GRK2 inh 0, AGP1 TOR yeast 99, CIT2-GFP yeast 96, LAP4 TOR yeast 103 and CR mimetic SO 89.
Screening Cc1cc(NC(=O)CSc2nnc(-c3ccncc3)n2C)n(-c2ccccc2)n1 returned MEP2 TOR yeast 98, RPL19A TOR yeast 101, VLA-4 inh -8, GRK2 inh 1, AGP1 TOR yeast 105, CIT2-GFP yeast 98, LAP4 TOR yeast 109 and CR mimetic SO 113.
CCSc1nc2c(c(=O)n1Cc1ccccc1)SC(C)C2 (stereo not drawn) was read as MEP2 TOR yeast 92, RPL19A TOR yeast 107, VLA-4 inh 6, GRK2 inh 0, AGP1 TOR yeast 75, CIT2-GFP yeast 61, LAP4 TOR yeast 93 and CR mimetic SO 101.
`O=C(O)C1CCN(S(=O)(=O)c2ccc(N3CCC(O)CC3)c([N+](=O)[O-])c2)CC1` gave MEP2 TOR yeast 100, RPL19A TOR yeast 103, VLA-4 inh 25, GRK2 inh 0, AGP1 TOR yeast 101, CIT2-GFP yeast 102, LAP4 TOR yeast 98 and CR mimetic SO 111.
For COc1cc(/C=C/C(=O)OC2CC3CCC2(C)C3(C)C)ccc1O (stereo not drawn) the results were MEP2 TOR yeast 98, RPL19A TOR yeast 92, VLA-4 inh 0, GRK2 inh 0, AGP1 TOR yeast 95, CIT2-GFP yeast 92, LAP4 TOR yeast 101 and CR mimetic SO 101.
`CC1=NN=C(c2ccccc2)C(c2c[nH]c3ccccc23)N1O` (stereo not drawn) gave MEP2 TOR yeast 100, RPL19A TOR yeast 107, VLA-4 inh 10, GRK2 inh 1, AGP1 TOR yeast 101, CIT2-GFP yeast 99, LAP4 TOR yeast 95 and CR mimetic SO 101.
`NS(=O)(=O)c1ccc(CCNC(=O)COC(=O)C2CCC2)cc1` gave MEP2 TOR yeast 105, RPL19A TOR yeast 95, VLA-4 inh -3, GRK2 inh 5, AGP1 TOR yeast 95, CIT2-GFP yeast 95, LAP4 TOR yeast 97 and CR mimetic SO 99.
For CCCn1c2ccccc2c2nnc(SCC(=O)OC)nc21 the results were MEP2 TOR yeast 96, RPL19A TOR yeast 101, VLA-4 inh 2, GRK2 inh 2, AGP1 TOR yeast 97, CIT2-GFP yeast 110, LAP4 TOR yeast 80 and CR mimetic SO 93.
`NS(=O)(=O)c1ccc(NC(=O)C2CCCN(S(=O)(=O)c3ccc(F)cc3)C2)cc1` (stereo not drawn) gave MEP2 TOR yeast 95, RPL19A TOR yeast 92, VLA-4 inh 2, GRK2 inh 0, AGP1 TOR yeast 88, CIT2-GFP yeast 90, LAP4 TOR yeast 95 and CR mimetic SO 94.
